Source: PubChem
IL-2 act – IL-2 activation. IL-2 activation reporter assay, cell-based qHTS; stimulated with anti-CD3/CD4/CD28 beads; in transgenic mouse T cells. activation, % (series mostly up to about 46 µM). 0.065% of 360,000 active; in the data active = activation above about 50%; inconclusive = mostly about 30% to 49%; also: 0% is about no effect
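Quantitative HTS in unstimulated transgenic mouse T cells, with memory T cells as non-tolerant control and PMA/ionomycin as tolerance-bypass control. Compound pretreatment lasted 60 minutes before 18 h bead stimulation; EGFP/DsRed fluorescence read.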
WRN inhibitor – blocks human WRN helicase. Q14191. 0.46% of 360,000 active. Potency, µM (doses to about 114 µM), for inactives: top-dose activity change, negative = inhibition, actives largely listed as inhibitors. WRN helicase unwinding, fluorescent forked duplex, kinetic; also: potency is read from the fitted curve at half-maximal effect; % is scaled to controls: 0 for no effect and ±100 for the full control effect; nearly all actives have a fitted effect of over 55% in size
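Kinetic fluorescence helicase assay: unwinding of a quenched forked DNA duplex (100 nM final) with 2 mM ATP final raises red fluorescence (525/598 nm). Compounds sat 15 min at room temperature with 20 nM WRN beforehand.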
EPAC1 antagonist – blocks human EPAC1 exchange factor | O95398 | EPAC1 GEF assay, Rap1b-BODIPY-GDP exchange fluorescence | 0.14% of 360,000 active | Potency, µM (highest dose often 115 µM), for inactives: at the top dose activity change, negative = inhibition, usual class: inhibitors;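 also: potency is read from the fitted curve at half-maximal effect; plate controls were vehicle for no effect and positive control for full effect; nearly all actives have a fitted effect of over 50% in size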
Target sequence (O95398 whole entry, looked up): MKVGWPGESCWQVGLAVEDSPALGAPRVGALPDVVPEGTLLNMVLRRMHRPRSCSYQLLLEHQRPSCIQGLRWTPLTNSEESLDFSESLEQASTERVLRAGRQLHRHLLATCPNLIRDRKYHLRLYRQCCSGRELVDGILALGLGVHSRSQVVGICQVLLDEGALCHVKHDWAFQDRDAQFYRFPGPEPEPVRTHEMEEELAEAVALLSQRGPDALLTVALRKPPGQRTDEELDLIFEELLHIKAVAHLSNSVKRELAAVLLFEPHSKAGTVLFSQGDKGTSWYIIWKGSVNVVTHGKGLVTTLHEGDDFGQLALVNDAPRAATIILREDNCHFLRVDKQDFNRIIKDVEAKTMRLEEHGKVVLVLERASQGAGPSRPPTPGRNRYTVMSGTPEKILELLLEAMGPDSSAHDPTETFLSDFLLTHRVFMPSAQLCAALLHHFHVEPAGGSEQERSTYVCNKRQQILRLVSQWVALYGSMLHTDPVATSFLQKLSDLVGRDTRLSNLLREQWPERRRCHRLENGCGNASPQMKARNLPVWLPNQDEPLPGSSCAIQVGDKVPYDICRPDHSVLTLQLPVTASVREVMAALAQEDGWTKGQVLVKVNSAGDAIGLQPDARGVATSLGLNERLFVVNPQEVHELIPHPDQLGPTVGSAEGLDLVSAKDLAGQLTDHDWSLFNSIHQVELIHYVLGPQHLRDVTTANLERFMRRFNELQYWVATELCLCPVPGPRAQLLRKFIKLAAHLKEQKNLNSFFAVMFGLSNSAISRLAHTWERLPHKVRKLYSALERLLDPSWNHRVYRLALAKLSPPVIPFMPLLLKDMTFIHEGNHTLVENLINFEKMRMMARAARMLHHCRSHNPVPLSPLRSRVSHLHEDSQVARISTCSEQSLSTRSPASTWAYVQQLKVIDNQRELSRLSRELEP
PI5P4K alpha inh – inhibitors of human PI5P4K alpha | PI5P4Kalpha enzyme, ADP-Glo luminescence, 60 min; hits give low values | max response, % | AID 652105 | P48426 | 1.2% of 330,000 active; active = max response of -50% or lower; inconclusive = between -30% and -50%; inactive = -30% or higher; also: value at the top dose of about 77 µM; % is scaled to controls: 0 for no effect and ±100 for the full control effect
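Human PI5P4Kalpha with substrate in 0.038 M HEPES pH 7.4, 0.28 mM EGTA, 0.1% CHAPS, 5% DMSO; reaction started with 5 microM ATP (final), 60 min at room temperature. ADP formed read by ADP-Glo luminescence.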
CCT chaperon mod – cytosolic chaperonin activity modulation; 0.3% of 360,000 active; activity change, % (concentration not given with the values), hits read low; AID 651819; purified chaperonin ATPase assay, HTRF ADP detection, 30 min; in the data active = activity change below about -30%; also: % is scaled to controls: 0 for no effect and ±100 for the full control effect
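We incubate TRiC, 40 or 20 nM final, with library compounds at 76 uM and 10 uM ATP for 30 min at 37 °C. ADP formed is detected with Transcreener HTRF reagents after 30 min at room temperature.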
EPAC1 agonist – agonists of human EPAC1; O95398; EPAC1 agonist qHTS, biochemical assay; response scale: 100% = response to 6.5 mM cAMP; Potency, µM (titrated, usually from 154 µM), without a hit: at the top dose activation, hits mostly activators; 0.073% of 360,000 active; AID 720707; also: potency is read from the fitted curve at half-maximal effect; nearly all actives have a fitted effect of over 60% in size
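Nucleotide exchange by EPAC1 (100 nM) on Rap1B–BODIPY-GDP (250 nM) in the presence of 50 uM GDP is tracked fluorescently at 480/540 nm over 30 min. Signals are normalized to a 6.5 mM cAMP control.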
EPAC2 ag – EPAC2 (human) agonism; Q8WZA2; EPAC2 activation, biochemical qHTS; response scale: 100% = 6.5 mM cAMP response; Potency, µM (titrated, usually from 154 µM), for inactives: at the highest dose activation, actives largely listed as activators; 0.079% of 360,000 active; also: potency is read from the fitted curve at half-maximal effect; nearly all actives have a fitted effect of over 50% in size
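Compounds were titrated in qHTS against a Rap1B-BODIPY-GDP (250 nM) complex with EPAC2 (100 nM) and GDP (50 uM). BODIPY-GDP release tracked at 480/540 nm over 30 min at room temperature, normalized to 6.5 mM cAMP.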
PLK1 PBD block – PLK1 (human) polo-box domain binding inhibition; P53350; Plk1 PBD binding of FITC phosphopeptide, fluorescence polarization; Potency, µM, for inactives: max response, negative = inhibition, actives largely listed as inhibitors; 2.8% of 360,000 active; AID 720504; also: potency is read from the fitted curve at half-maximal effect; series mostly up to about 57 µM; % is scaled to controls: 0 for no effect and ±100 for the full control effect; nearly all actives have a fitted effect of over 65% in size
* marks the source's active call; other numbers are inactive results; ? = inconclusive; . = not tested or not shown; & = joins results of further samples; [ ] = dose if it differs, or a comment. Unless noted, calls follow the shape of the dose curve; as a rule, active = well fitted curve in the direction sought with a large enough effect; inconclusive = small, poorly fitted or top-dose-only effect, or another doubt; inactive = no such curve, though single readings can be large; an effect the other way counts as inactive or inconclusive.

SMILES	IL-2 act	WRN inhibitor	EPAC1 antagonist	PI5P4K alpha inh	CCT chaperon mod	EPAC1 agonist	EPAC2 ag	PLK1 PBD block
CC(Sc1nnc(-c2ccccc2F)o1)C(=O)Nc1ccc(N2CCOCC2)cc1 (stereo not drawn)	-1.8	20.5%	-17.4%	5.8	-1.3	6.7%	21.3%	-15.0%
CCOC(=O)c1c(-c2cccc([N+](=O)[O-])c2)csc1NC(=O)C1CCCCC1	-0.8	-6.9%	-20.4%	22.6	-0.2	0.0%	3.7%	-5.6%
CCCN(C(=O)c1cccs1)c1nnc(-c2ccncc2)s1	-1.0	4.1%	-19.6%	2.4	0.4	10.4%	-8.1%	-6.3%
OC[C@@H]1CN(Cc2ccc(-c3ccccc3)cc2)C[C@H](n2cnc3c(NCc4ccncc4)ncnc32)O1	-0.9	5.6%	-5.8%	3.6	-2.7	-17.1%	8.1%	-1.7%
CCOC(=O)/C(C#N)=C/Nc1ccccc1OC(F)(F)F	-4.0	5.6%	-5.5%	-5.8	-2.6	-0.8%	1.2%	-7.8%
COc1ccc(C(C(=O)Nc2ccc(F)cc2)N2CCN(C(=O)c3ccco3)CC2)cc1 (stereo not drawn)	0.5	4.4%	-6.1%	-11.6	.	-2.2%	4.2%	-4.7%
Cc1ccc(OCC(=O)NCc2ccco2)cc1C	-2.0	1.5%[57.1 µM]	5.4%	-19.4	1.0	3.6%	-2.5%	-17.9%
O=C(O)c1cc(C(=O)O)cc(N2C(=O)CSC2=S)c1	0.4	-23.9%[11.6 µM]	18.8%	5.6	1.0	-2.3%	1.0%	-3.3%
CCC1Oc2ccccc2N(CC(=O)NCCCN2CCN(Cc3ccccc3)CC2)C1=O (stereo not drawn)	2.1	-5.9%[57.1 µM]	4.4%	.	2.1	2.2%	5.0%	-0.5%
O=C(Nc1ccccc1F)NC1CCN(Cc2nnnn2Cc2ccc(F)cc2)CC1	-1.2	-12.4%	-4.5%	1.3	0.2	5.2%	5.9%	-5.3%
COc1ccc(N(CC(=O)NC2CCCCC2)C(=O)c2ccc(C)s2)cc1OC	-0.7	1.4%	-31.6%	1.7	-1.6	-8.6%	12.3%	-10.4%
CCC(CO)N=C1CC(C)(C)CC(=O)/C1=C(/O)CCCN1C(=O)c2ccccc2C1=O (stereo not drawn)	-1.0	1.3%[57.1 µM]	-27.8%	3.2	0.7	0.1%	4.6%	2.2%
O=C(c1ccccc1)N1CCN(C(=O)C23CC4CC(CC(C4)C2)C3)CC1	-0.5	4.7%	-2.3%	0.4	-3.7	-1.1%	7.9%	-0.7%
O=C(NCCC(=O)N1CCN(S(=O)(=O)c2ccccc2Cl)CC1)Nc1ccccc1	0.3	-0.2%	-1.6%	-1.2	-1.2	-0.8%	3.1%	-26.7%
CC1CN/C(=C\C(=O)c2ccc(Cl)cc2)C(=O)N1 (stereo not drawn)	0.2	6.2%	-1.6%	.	-0.6	4.4%	4.6%	-2.6%
Cc1ccc(-c2nc3cc(Cl)ccc3o2)cc1	-2.3	2.3%	-3.3%	-2.5	-0.9	4.8%	3.6%	-8.4%
CC(C)c1ccccc1OCCCCCNCCO	-2.0	-8.5%[57.1 µM]	6.4%	.	-0.1	5.0%	-0.5%	-2.0%
O=C(NCc1csc(-c2cccs2)n1)C1CCC1	1.3	-5.5%	-4.0%	1.6	-0.7	6.7%	5.7%	1.1%
Cc1cc(CNC(=O)COc2ccccc2F)c2ccccc2n1	-3.0	1.3%	3.0%	0.9	-0.2	8.9%	6.5%	-3.5%
C=CCNC(=O)C1CC1(c1ccccc1)c1ccccc1 (stereo not drawn)	-0.6	-0.3%	-0.4%	7.3	-6.8	5.9%	2.3%	-8.6%
CC(NC(=O)COc1cccnc1[N+](=O)[O-])c1ccc(Cl)cc1 (stereo not drawn)	0.2	-10.8%	12.0%	-2.4	1.2	3.9%	-4.2%	0.2%
CCOc1ccc(-c2[nH]ncc2Oc2ccccc2OC)c(O)c1	-0.5	1.1%	-8.4%	0.5	-0.9	26.2%	27.1%	-10.6%
Cc1ccc(-c2nn(-c3ccccc3)cc2/C=N/NC(=O)c2ccc(Br)o2)cc1	-0.4	-8.9%	-10.1%	2.4	-0.1	13.5%	4.6%	4.4%
O=C(NOC(=O)c1cc(Br)ccc1Cl)c1cccs1	-0.4	-6.1%	-3.9%	-4.0	-1.7	3.9%	5.6%	-5.9%
COc1ccc(NS(=O)(=O)c2cccc(C(=O)N(C)Cc3ccc(SC)cc3)c2)cc1	-4.7	-14.3%	0.3%	11.4	-0.7	-2.6%	10.0%	0.2%
CC(C)CN(C(=O)C1=NN(c2ccccc2)C(=O)CC1)c1c(N)n(Cc2ccccc2)c(=O)[nH]c1=O	0.5	7.0%	12.3%	-1.9	-2.7	0.9%	6.1%	-7.3%
Cc1cc(NC(=O)c2c(-c3ccccc3Cl)noc2C)no1	-0.6	-5.9%	-1.2%	1.5	-0.2	1.3%	10.8%	-0.5%
CC(=O)Nc1ccc(S(=O)(=O)N(C)c2ccc(OCCOc3cccc(C)c3)cc2)cc1	-0.9	?	-10.6%	-23.1	0.3	-1.2%	0.4%	-2.1%
CC1CCC(NC(=O)CNC(=O)Cc2cccc3ccccc23)CC1 (stereo not drawn)	-4.8	12.4%	-11.0%	-8.9	1.2	-7.2%	0.7%	23.8µM*
COc1cc(CNC2CCCCCC2)cc(OC)c1O	1.1	-0.9%	10.8%	.	-2.4	-4.5%	4.7%	-5.3%
CN(CCCC(=O)O)c1ccc(N=Nc2ccc([N+](=O)[O-])cc2)cc1	-0.8	-20.7%	?	-26.4	-1.2	-3.6%	10.4%	-25.8%
CC(C)CNS(=O)(=O)c1ccc(CCC(=O)NCC2CCCO2)cc1 (stereo not drawn)	-1.2	7.8%[57.1 µM]	-2.1%	0.6	0.6	-7.0%	-6.4%	-21.9%
O=C(O/N=C\c1ccc(N2CCCCC2)c([N+](=O)[O-])c1)c1cccc(Cl)c1	-0.2	4.3%	0.8%	-4.0	0.3	-3.3%	-0.3%	-1.0%
CC1CCCN(CC(O)CN2CCN(CC(O)CN3CCCC(C)C3)C(C)C2)C1 (stereo not drawn)	-0.3	13.2%	4.5%	-0.8	-1.5	-2.8%	1.8%	-2.8%
CCOc1cc(NS(=O)(=O)CC)c(OCC)cc1NC(=O)c1ccco1	-1.3	-2.5%	-4.0%	.	-0.9	3.9%	8.0%	-5.0%
CC(=O)Nc1cccc(-c2ccnc3c2CC(C(=O)Nc2cccc(OC(F)(F)F)c2)O3)c1 (stereo not drawn)	0.1	-11.9%	-20.8%	-4.3	0.4	-19.0%	10.0%	-8.1%
COc1cc(OC)cc(C(=O)Nc2ccccc2S(=O)(=O)N2CCCC2OC(C)=O)c1 (stereo not drawn)	0.4	9.8%	-1.6%	-2.5	1.4	-1.1%	12.0%	-3.1%
CC(=O)NNC(=O)C(O)(c1ccccc1)c1ccccc1	-0.8	6.6%	4.3%	1.2	-1.1	0.6%	1.9%	-1.9%
CCn1c(NCc2ccccc2Cl)nc2ccccc21	-0.2	-5.2%	3.7%	8.0	0.5	-3.0%	-3.5%	-7.1%
CN1CCCC1CCNc1ccc2c(=O)c3ccccc3oc2c1 (stereo not drawn)	-0.2	13.4%	-23.1%	5.7	-0.5	0.0%	7.0%	-10.8%
CC(=O)C1=CCC(c2ccc(F)cc2)N(S(=O)(=O)c2ccc(C)cc2)C1 (stereo not drawn)	0.2&0.0	-2.7%&-12.9%	-4.4%&-12.3%	-2.5&-0.8	0.0&-0.3	13.1%&5.1%	18.8%&10.4%	-3.2%&-9.5%
CCOC(=O)C(Cc1ccnc2ccccc12)=NO	0.2	-1.2%	-4.8%	1.0	-7.1	11.5%	7.8%	3.2%
O=C(COc1ccc(Cl)cc1)NCc1nnc(SCC(=O)N2CCCCC2)o1	0.3	10.9%[57.1 µM]	5.7%	-6.1	0.1	-4.9%	-2.8%	-2.9%
Cc1cc2oc(C(=O)Nc3ccc(S(=O)(=O)Nc4nccs4)cc3)cc(=O)c2cc1Cl	0.0	-12.2%[11.6 µM]	-14.4%	-52.1*	-1.8	19.3%	8.3%	-27.9%
Cc1cc(C)cc(N(CC(=O)NC2CCCC2)C(=O)CCC(=O)Nc2cc(C)on2)c1	-4.8	3.1%	0.3%	-5.6	-0.7	-2.8%	7.3%	-8.4%

Quoted from the listing:
`CCOc1cc(NS(=O)(=O)CC)c(OCC)cc1NC(=O)c1ccco1` in IL-2 act: -1.3
`O=C(COc1ccc(Cl)cc1)NCc1nnc(SCC(=O)N2CCCCC2)o1` in PLK1 PBD block: -2.9%
`Cc1cc2oc(C(=O)Nc3ccc(S(=O)(=O)Nc4nccs4)cc3)cc(=O)c2cc1Cl` in EPAC1 antagonist: -14.4%

Additional structures follow:
SMILES	IL-2 act	WRN inhibitor	EPAC1 antagonist	PI5P4K alpha inh	CCT chaperon mod	EPAC1 agonist	EPAC2 ag	PLK1 PBD block
CCC1(CC)NC(=O)N(CC(=O)Nc2ccc(S(=O)(=O)N3CCOCC3)cc2)C1=O	-1.5	7.8%	2.4%	-1.1	-5.8	7.8%	6.0%	-1.3%
CC(C)Oc1ccc(C(=O)Nc2nc3ccccc3[nH]2)cc1	1.3	0.4%	-21.5%	-6.3	2.0	-12.8%	-9.5%	-1.0%
CC(C)c1ccc(OCC(=O)NC(C)c2ccccc2)cc1 (stereo not drawn)	1.7	-34.1%	-19.1%	-12.5	-3.3	1.5%	11.0%	-11.1%
COCCNc1oc(-c2ccc(C)cc2)nc1C#N	0.6	-7.3%	-24.1%	0.0	1.7	-2.9%	7.2%	-5.3%
CCNc1c(NS(=O)(=O)c2ccc(F)c(Cl)c2)c(=O)oc2ccccc12	-1.8	1.8%	18.7%	1.7	-1.2	3.8%	10.6%	-6.6%
O=C(Cn1ncn2cccc2c1=O)N1CCCCC1	-0.2	0.0%	?	5.4	-1.3	5.8%	0.1%	-1.7%
O=C(CCS(=O)(=O)c1ccc(Cl)cc1)NCCN1C(=O)S/C(=C\c2ccccc2F)C1=O	-0.1	-5.0%	-8.5%	-7.4	-0.5	2.5%	2.9%	-24.8%
COc1cc(/C=N/NC(=O)CSc2n[nH]c(=O)[nH]c2=O)cc(OC)c1O	-0.2	-22.0%	22.7%	?	0.5	-3.5%	0.1%	-5.7%

Records listed above shown as hits in PLK1 PBD block.
Compound	WRN inhibitor	EPAC1 antagonist	PI5P4K alpha inh	CCT chaperon mod	PLK1 PBD block
CC1CCC(NC(=O)CNC(=O)Cc2cccc3ccccc23)CC1 (stereo not drawn)	12.4%	-11.0%	-8.9	1.2	23.8µM*

Only part of the results is shown; rates above refer to the full screens.
